TNAP act mid DEA – activators of human TNAP at intermediate phosphate acceptor | 64,000 tested, under 10 active | activation factor at 20 µM | purified TNAP, CDP-star luminescence, 100 mM DEA, 30 min; active compounds read high; scale: 0 levamisole-inhibited, 1 vehicle-only enzyme;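 active = activation factor of at least 2 at 20 µM, relative to controls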
Target sequence (P05186 whole entry, looked up): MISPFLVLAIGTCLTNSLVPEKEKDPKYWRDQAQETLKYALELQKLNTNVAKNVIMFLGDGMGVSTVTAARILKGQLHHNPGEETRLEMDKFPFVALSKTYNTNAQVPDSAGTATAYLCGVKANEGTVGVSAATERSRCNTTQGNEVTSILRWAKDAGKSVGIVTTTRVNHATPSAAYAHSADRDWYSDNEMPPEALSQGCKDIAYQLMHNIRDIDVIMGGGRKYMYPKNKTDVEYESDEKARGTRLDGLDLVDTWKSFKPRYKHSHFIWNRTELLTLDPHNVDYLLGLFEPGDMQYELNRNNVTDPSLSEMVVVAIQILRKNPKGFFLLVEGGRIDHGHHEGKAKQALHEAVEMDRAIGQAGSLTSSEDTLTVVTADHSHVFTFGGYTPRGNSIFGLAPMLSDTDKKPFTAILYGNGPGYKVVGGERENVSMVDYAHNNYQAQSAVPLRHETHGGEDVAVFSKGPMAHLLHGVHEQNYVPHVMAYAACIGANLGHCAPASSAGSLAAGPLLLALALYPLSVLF
NADH enzymes – blocks coupling enzymes of NAD/NADH assays | coupled PK/LDH NADH assays, four targets | IC50, µM (doses to about 10 µM), inactives show top-dose inhibition | 65,000 tested, 0.02% active | AID 774;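 active = single-dose screening hits from any of four coupled enzyme assays that gave an IC50 when retested across doses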;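 note: the DPM-DC format reads NADH fluorescence rather than 340 nm absorbance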
RORA act – activates the human nuclear receptor RORA; AID 560; P35398; 65,000 tested, 1.5% active; activation, % at 10 µM; CHO-K1 Gal4-RORA LBD luciferase reporter, luminescence; percent increase over mock-subtracted basal signal;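 active = activation above the mean of all tested compounds plus 3 SD, cut at about 49% in these data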;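 note: 0% = DMSO-treated RORA cells and 100% = added signal equal to DMSO minus mock-transfected cells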
SF-1 act – activators of human nuclear receptor SF-1; Q13285; CHO-K1 Gal4-SF-1 LBD luciferase reporter; % increase over DMSO SF-1-specific signal; activation, % at 10 µM; 65,000 tested, 1.9% active;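 active = activation above the mean activation of all tested compounds plus 3 SD, cut at about 50% in these data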
Target sequence (Q13285 whole entry, looked up, the tested form may be a part): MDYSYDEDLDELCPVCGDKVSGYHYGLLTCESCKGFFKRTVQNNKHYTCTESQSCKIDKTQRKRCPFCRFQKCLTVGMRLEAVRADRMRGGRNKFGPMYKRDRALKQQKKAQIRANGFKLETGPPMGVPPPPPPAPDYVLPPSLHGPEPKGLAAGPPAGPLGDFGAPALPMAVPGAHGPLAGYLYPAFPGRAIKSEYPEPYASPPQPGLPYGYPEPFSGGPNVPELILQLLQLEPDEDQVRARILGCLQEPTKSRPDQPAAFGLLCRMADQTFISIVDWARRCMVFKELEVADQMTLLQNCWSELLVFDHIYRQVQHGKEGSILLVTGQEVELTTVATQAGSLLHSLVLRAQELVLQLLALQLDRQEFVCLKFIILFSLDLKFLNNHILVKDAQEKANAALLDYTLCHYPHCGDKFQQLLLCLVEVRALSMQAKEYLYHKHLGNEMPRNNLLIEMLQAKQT
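Material: Transient Gal4-SF-1 LBD reporter, CHO-K1 | Input: 4,000 cells/well | Dosing: One dose, 10 µM compound, 1% DMSO | Incubation: 20 h compound treatment, 37 °C | Detection: SteadyLite luciferase luminescence | Evaluation: Percent activation relative to DMSO median and mock-transfected background | Benchmarks: DMSO-treated SF-1-transfected cells as negative, DMSO-treated mock-transfected cells lacking SF-1 as background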
tolC growth inh – growth inhibitors of E. coli BW25113 tolC mutant | AID 573 | OD615 | growth inhibition, % at 10 µM (by protocol) | 65,000 tested, 2.2% active;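 active = growth inhibition at or above a cutoff equal to the mean over every tested compound plus 3 SD, cut at about 60% in these data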;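 note: growth measured after 20 h incubation at 37 °C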
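Test system: E. coli BW25113 ΔtolC::kan bacteria; incubation: 37 °C, 20 h exposure; medium: LB broth supplemented with 50 µg/mL kanamycin; read-out basis: percent growth inhibition; signal: A615 absorbance measurement; compound: 10 µM final, single dose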
M1 agonist – M1 muscarinic receptor agonism | CHO-M1 cells, Fluo-4 calcium fluorescence, agonist mode; active compounds read high | B-score at 10 µM | 64,000 tested, 3% active | AID 626;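 active = fluorescence rise, raw or as B-score row- and column-corrected plate score, outside the 99.7% band of its plate's samples, either direction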
M1 antag – blocks the rat M1 muscarinic receptor response to acetylcholine. P08482. CHO-M1 cells, Fluo-4 calcium, ACh EC80 antagonist mode; active compounds read low. B-score at 10 µM. 64,000 tested, 3.4% active;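 active = calcium fluorescence response, raw or row-and-column corrected B-score, differing from the plate sample mean either way at a set confidence level, mostly lower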
Ec RNAP inh – blocks E. coli RNA polymerase transcription; P0A8V2; fluorescence transcription assay; inhibition, %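 (tested at 10 µM)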; 62,000 tested, 0.2% active; in the data active = inhibition above about 20%;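 note: 0% = enzyme without compound and 100% = no enzyme blank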
Fluor 339 460 – intrinsic fluorescence of library compounds, ex339/em460 – biochemical, MLSMR library, data from DPM-DC assay, artefact control, profiling panel. compound autofluorescence, ex339/em460 nm, NADH buffer; active compounds read high; 1 = no-compound wells, NADH background. fluorescence fold increase at 10 µM. 65,000 tested, 5.5% active;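 active = at 10 µM, mean starting fluorescence two-fold or more over control wells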;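 note: signal is the first read of a kinetic run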
Active calls of the source: *; nt = not tested or not shown.

compound	Ec RNAP inh	M1 antag	tolC growth inh	M1 agonist	NADH enzymes	TNAP act mid DEA	SF-1 act	Fluor 339 460	RORA act
O=C(N1CCCCCC1)N1CCN(S(=O)(=O)N2CCOCC2)CC1	7	0.082	-14	0.069	3%	1	-13	1.1	-16
Cc1cccc(C)c1-n1nnnc1S(=O)(=O)Cc1ccccc1Cl	2	0	50	-0.25	2%	0.8	-2	1.1	-1
CC(C)(C)c1cc(C(=O)O)c(CN2CCCCC2)o1	7	-0.58	-26	-0.74	1%	0.9	-6	1.1	-2
COc1ccc(-c2nnc3ccc(SCC(=O)NCC4CCCO4)nn23)cc1 (stereo not drawn)	1	0.22	-12	1.3	3%	1	12	1.1	6
CCOC(=O)C1CCCN(c2nc3ccccc3nc2C(C#N)C(=O)OC(C)COC)C1 (stereo not drawn)	21*	-1.7	-4	2.9	2%	0.9	-9	1.2	-11
COc1cccc(N2CCN(C3CC(=O)N(c4ccc(C)c(Cl)c4)C3=O)CC2)c1 (stereo not drawn)	7	-0.16	-4	0.33	18%	0.9	-7	1	6
C=CCNc1ncnc2ccc(Br)cc12	6	nt	1	nt	4%	0.9	-5	1.1	-14
CCn1c(N)c(C(=O)NCc2ccc3c(c2)OCO3)sc1=S	14	-0.01	14	-0.58	8%	0.8	-9	1	20
Cn1c(=O)c2c(SCc3ccccc3)nc(-c3ccco3)nc2n(C)c1=O	12	-0.27	23	0.22	2%	0.9	-11	1.1	-5
Cc1noc(C)c1S(=O)(=O)N1CCCC(C(=O)NCCC2=CCCCC2)C1 (stereo not drawn)	4	-0.012	-11	0.051	5%	1	5	1.1	1
O=C(CN1C(=O)c2cccc3cccc1c23)N1CCN(c2ccc(F)cc2)CC1	2	0.89	-4	-0.031	5%	0.9	-9	1.2	-16
CCS(=O)(=O)NCCc1csc(C)n1	6	0.98	-16	0.58	28%	0.9	3	1.1	-29
O=C(NCCc1cn2ccccc2n1)C1CCCCC1	-7	0.21	-3	0.13	2%	0.9	-11	1.3	4
O=C(COc1ncnc2sccc12)N1CCN(S(=O)(=O)c2ccc(Cl)cc2)CC1	5	0.91	-2	0.077	5%	0.9	10	1.1	4
CCC(c1nnc(SCC(=O)N2CC3(C)CC2CC(C)(C)C3)o1)N(C)C (stereo not drawn)	6	0.36	-13	-0.045	8%	0.9	0	1	-17
CCn1c(SCC(=O)c2ccccc2)nnc1-c1ccoc1C	6	0.68	-1	0.36	7%	0.9	23	1.1	12
CCOC(=O)c1c(N)c(C#N)nn1-c1ccccc1C(=O)OC	12	-0.41	-7	-0.0084	3%	0.8	-13	1	4
CCc1ccc(NC(=O)CSc2nc3ccccc3c(=O)n2CCN2CCOCC2)cc1	1	-0.69	33	0.66	6%	0.9	5	1.1	22
CCN(CC)S(=O)(=O)c1ccc(NC(=O)c2ccc(NS(C)(=O)=O)cc2)cc1	6	0.44	-4	-0.56	9%	0.9	0	1.2	-2
O=C1N(CN2CCC3(CC2)OCCO3)c2ccccc2C12OCCCO2	3	-0.56	-8	-0.053	7%	1	-3	1.1	-2
CC(C)(O)c1cn(-c2nonc2N)nn1	-4	0.62	-32	-0.23	7%	1	-4	1	7
Oc1c(C(c2cccs2)N2CCN(c3ccccc3)CC2)sc2ncnn12 (stereo not drawn)	5	-0.29	24	-0.27	6%	0.9	3	1.1	11
O=C(O)CC(C(=O)N(c1ccccc1)c1ccccc1)N1CCOCC1 (stereo not drawn)	10	0.76	0	-0.58	4%	1	14	1.1	-7
Cc1ccc(-c2ccc(=O)n(CC(=O)NCCN(C)C)n2)cc1	9	-0.25	-13	0.57	7%	1	-1	1.4	-7
Cc1c(C(=O)CN2CCOCC2)[nH]c2ccccc12	13	0.96	0	0.83	2%	0.9	8	1.1	-13
COc1ccc(-c2cc(C(F)(F)F)nc(NC3CCCC3)n2)cc1OC	2	0.085	20	0	2%	1	9	1.6	9
COc1cc(C2=NOC(C(=O)NC3CCCCC3)C2)cc(OC)c1OC (stereo not drawn)	7	-0.14	-4	0.0094	4%	0.9	4	1.1	12
CCc1cc2cc(C(=O)Nc3ccccc3F)sc2s1	3	0.92	-14	0.13	4%	0.9	16	1.1	17
CCCOC(=O)c1sc2nc3c(cc2c1N)C(=O)CCC3	4	0.47	-15	-0.35	6%	0.9	60*	1.2	35
CCOc1ccc(CCNC(=O)Cn2c(-c3nonc3N)nc3ccccc32)cc1OCC	9	0.053	20	-0.15	0%	1	-10	1.1	-14
O=C(Cn1cnc2ccccc2c1=O)NCC(=O)N1CCN(c2ccccn2)CC1	-2	1.1	-5	-0.34	5%	0.9	1	1.1	1
COc1ccc(NC(=O)C2CC(c3cc(OC)c(OC)c(OC)c3)=NO2)cc1OC (stereo not drawn)	5	-0.82	-1	0.15	1%	1	5	1	4
Cc1cccc(/N=C/c2c(O)cc(C)oc2=O)n1	14	0.9	-19	-0.49	4%	nt	6	1.1	1
NC(=O)C1CCN(C(=O)C2c3ccccc3C(=O)N3CCc4ccccc4C23)CC1 (stereo not drawn)	0	-0.15	-15	0.036	5%	0.9	0	1.3	-7
O=C(CN1CCN(c2ccc(F)cc2)CC1)Nc1ccc(F)c(F)c1	-7	-0.47	3	-1.1	3%	1	-13	1.1	-2
CCCn1cc(NC(=O)c2cc3n(n2)C(C(F)(F)F)CC(c2ccccc2)N3)cn1 (stereo not drawn)	6	0.054	-7	0.045	2%	0.9	17	1.1	8
C/C=C(\CS(=O)(=O)c1ccccc1)S(=O)(=O)c1ccccc1	4	0.96	-16	-1	3%	0.9	-15	1	-32
O=C(CNS(=O)(=O)c1ccc(Br)s1)NCC1COc2ccccc2O1 (stereo not drawn)	4	-0.3	-10	-0.0071	2%	0.9	-20	1.1	0
COC(=O)c1[nH]c(C)c(/C(O)=C2\C(=O)C(=O)N(CCN(C)C)C2c2ccccc2OC)c1C (stereo not drawn)	-1	-0.092	-26	0.17	11%	0.8	-5	0.98	-20
COc1ccc(C2N(c3cc(Cl)ccc3OC)C(=O)C3CCCN32)cc1OC (stereo not drawn)	5	0.071	-7	0.00069	1%	1	-20	1.1	15
Cc1cc(C)c2cc(CN(CCO)C(=O)Nc3ccc(F)cc3)c(=O)[nH]c2c1	2	nt	-10	nt	5%	0.8	-20	1.2	15
CC(=O)NC1(C(F)(F)F)NC(=O)N(CC(C)C)C1=O (stereo not drawn)	4	0.38	-11	-0.51	3%	0.9	-4	1	-1
CCOc1ccc(OCC)c(NC(=O)CCn2c(=O)oc3ccccc32)c1	2	-0.32	-12	0.25	6%	1	1	1.1	7
c1ccc(-c2csc3nnc(SCc4ccc5c(c4)OCO5)n23)cc1	5	1.4	30	0.7	2%	0.9	-5	1.1	4
CN1C(=O)CSc2ccc(NC(=O)NCc3cccnc3)cc21	5	0.046	-3	-0.72	7%	1	-7	1	-10
COc1ccc(C(=O)N2CCN(C(C)=O)CC2)cc1S(=O)(=O)NCc1ccc(Cl)cc1	6	0.56	-6	0.38	6%	0.9	-3	1.1	-25
CCc1ccccc1NC(=O)C1CCCN(S(=O)(=O)c2c(C)noc2C)C1 (stereo not drawn)	6	-0.073	-14	-0.37	8%	1	5	1.1	5
COc1cccc(NC2=CC(=O)CC(C)(C)C2)c1	2	0.83	-14	-1.4	1%	0.9	0	1.1	10

Part of the list above, with values under each structure:
Below each SMILES: Ec RNAP inh	M1 antag	tolC growth inh	M1 agonist	NADH enzymes	TNAP act mid DEA	SF-1 act	Fluor 339 460	RORA act
CC(=O)NC1(C(F)(F)F)NC(=O)N(CC(C)C)C1=O (stereo not drawn)
 : 4	0.38	-11	-0.51	3%	0.9	-4	1	-1
CN1C(=O)CSc2ccc(NC(=O)NCc3cccnc3)cc21
 : 5	0.046	-3	-0.72	7%	1	-7	1	-10
CCOc1ccc(OCC)c(NC(=O)CCn2c(=O)oc3ccccc32)c1
 : 2	-0.32	-12	0.25	6%	1	1	1.1	7
COc1ccc(C(=O)N2CCN(C(C)=O)CC2)cc1S(=O)(=O)NCc1ccc(Cl)cc1
 : 6	0.56	-6	0.38	6%	0.9	-3	1.1	-25
CCc1ccccc1NC(=O)C1CCCN(S(=O)(=O)c2c(C)noc2C)C1 (stereo not drawn)
 : 6	-0.073	-14	-0.37	8%	1	5	1.1	5
Cc1cc(C)c2cc(CN(CCO)C(=O)Nc3ccc(F)cc3)c(=O)[nH]c2c1
 : 2	nt	-10	nt	5%	0.8	-20	1.2	15
COc1cccc(NC2=CC(=O)CC(C)(C)C2)c1
 : 2	0.83	-14	-1.4	1%	0.9	0	1.1	10

Given with values under each structure: part of the list above.
Second line of a record – Ec RNAP inh	M1 antag	tolC growth inh	M1 agonist	NADH enzymes	TNAP act mid DEA	SF-1 act	Fluor 339 460	RORA act
CN1C(=O)CSc2ccc(NC(=O)NCc3cccnc3)cc21
  5	0.046	-3	-0.72	7%	1	-7	1	-10
Cc1cc(C)c2cc(CN(CCO)C(=O)Nc3ccc(F)cc3)c(=O)[nH]c2c1
  2	nt	-10	nt	5%	0.8	-20	1.2	15
CC(=O)NC1(C(F)(F)F)NC(=O)N(CC(C)C)C1=O (stereo not drawn)
  4	0.38	-11	-0.51	3%	0.9	-4	1	-1
COc1cccc(NC2=CC(=O)CC(C)(C)C2)c1
  2	0.83	-14	-1.4	1%	0.9	0	1.1	10

The list goes on:
compound	Ec RNAP inh	M1 antag	tolC growth inh	M1 agonist	NADH enzymes	TNAP act mid DEA	SF-1 act	Fluor 339 460	RORA act
CCc1cc(=O)oc2cc(OCC(=O)N3CCc4ccccc43)ccc12	7	-1.3	-2	-0.41	10%	1	1	3.2*	-12
CCn1cc(S(=O)(=O)CC(=O)Nc2cc(C)ccc2C)c2ccccc21	17	-0.81	6	0.077	4%	1	-4	1	-6
Cc1onc(-c2c(F)cccc2Cl)c1C(=O)N1CCc2ccccc2C1	-5	-3.2*	22	0.36	7%	0.9	-12	1.1	-14
O=C(NCc1ccc2c(c1)OCO2)C1CCCN(S(=O)(=O)c2cccc3nonc23)C1 (stereo not drawn)	12	0.37	-9	-0.89	4%	1	5	1	7
O=C(Nc1ccccc1N1CCCC1)c1cc2ccccc2o1	-5	0.2	38	0.082	3%	0.8	37	1.1	31
Cc1cccc(-n2nnnc2SCC(=O)c2cc(C)n(CC3CCCO3)c2C)c1 (stereo not drawn)	10	-0.72	34	0.35	4%	0.9	43	1.1	2
CCOC(=O)CNC(=O)CSc1ncnc2c1cnn2-c1ccccc1	-7	-0.94	-2	-1.2	3%	1	-24	1	29
Cc1cc(=O)oc2cc(OCC(=O)N3c4ccccc4CC3C)ccc12 (stereo not drawn)	2	-1.5	-17	-0.56	7%	1	9	1.9	-7
CC(C)COC(=O)n1c(SCC(=O)N(C)C)nc2ccccc21	9	0.55	20	1.3	5%	0.9	-9	1.1	-3
Cn1c(C(=O)Nc2ccc3c(c2)OCO3)cc2sccc21	2	0.11	21	0.15	6%	0.8	79*	1.1	38
COC(=O)CN(c1nc(C)c(Br)c(OC)n1)S(=O)(=O)c1ccc(C)cc1	4	-0.095	-18	0.21	0%	0.8	4	1.1	-2

Source: PubChem BioAssay
